Vif-A3F inh = qHTS for Inhibitors of Vif-A3F Interactions: qHTS. AID 602313, 2012. HeLa A3F-eYFP + Vif (tagged APOBEC3F with the HIV-1 protein that degrades it), YFP fluorescence increase. Potency, µM (top dose mostly 46.1 µM), without a hit: top-dose activity, negative = active. actives 0.2% (n = 390,000); also: % of control where 0% means no effect; nearly all actives have a fitted effect of over 65% in size
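HeLa cells stably expressing A3F-eYFP plus Vif, plated and incubated overnight at 37 deg C, then exposed to compounds overnight at 37 deg C. Blocked degradation read as raised yellow fluorescence (Ex 488/Em 500-530).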
Vif-A3G inh = qHTS for Inhibitors of Vif-A3G Interactions: qHTS | Potency, µM (series often up to 46.1 µM), for inactives: at the highest dose activity, negative = active, most hits filed as inhibitors | AID 602310, 2012 | HeLa A3G-eYFP + Vif (tagged APOBEC3G with the HIV-1 protein that degrades it), YFP fluorescence, overnight | DNA dC->dU-editing enzyme APOBEC-3G (Homo sapiens), Q9HC16 | actives 0.076% (n = 410,000);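 also: % is scaled to controls: 0 for no effect and ±100 for the full control effect; nearly all actives have a fitted effect of over 60% in size; hits raise eYFP signal because A3G escapes Vif-driven loss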
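HeLa cells stably expressing Vif and C-terminally eYFP-tagged A3G, seeded overnight at 37 deg C, then exposed to compound by pintool overnight at 37 deg C. Rise in yellow fluorescence (Ex 488/Em 500-530, Acumen) marks blocked Vif-driven A3G degradation.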
12-LOX inh = Primary qHTS assay for inhibitors of human arachidonate 12S-lipoxygenase (ALOX12): Round 2 | Polyunsaturated fatty acid lipoxygenase ALOX12 (Homo sapiens), P18054 | purified 12hLO, xylenol orange hydroperoxide absorbance | Potency, µM (top dose mostly 108 µM), for inactives: at the top dose activity change, negative = inhibition, hits mostly inhibitors | actives 1.1% (n = 580,000) | AID 1671190, 2021; also: % is scaled to controls: 0 for no effect and ±100 for the full control effect
Target sequence (P18054 whole entry, looked up): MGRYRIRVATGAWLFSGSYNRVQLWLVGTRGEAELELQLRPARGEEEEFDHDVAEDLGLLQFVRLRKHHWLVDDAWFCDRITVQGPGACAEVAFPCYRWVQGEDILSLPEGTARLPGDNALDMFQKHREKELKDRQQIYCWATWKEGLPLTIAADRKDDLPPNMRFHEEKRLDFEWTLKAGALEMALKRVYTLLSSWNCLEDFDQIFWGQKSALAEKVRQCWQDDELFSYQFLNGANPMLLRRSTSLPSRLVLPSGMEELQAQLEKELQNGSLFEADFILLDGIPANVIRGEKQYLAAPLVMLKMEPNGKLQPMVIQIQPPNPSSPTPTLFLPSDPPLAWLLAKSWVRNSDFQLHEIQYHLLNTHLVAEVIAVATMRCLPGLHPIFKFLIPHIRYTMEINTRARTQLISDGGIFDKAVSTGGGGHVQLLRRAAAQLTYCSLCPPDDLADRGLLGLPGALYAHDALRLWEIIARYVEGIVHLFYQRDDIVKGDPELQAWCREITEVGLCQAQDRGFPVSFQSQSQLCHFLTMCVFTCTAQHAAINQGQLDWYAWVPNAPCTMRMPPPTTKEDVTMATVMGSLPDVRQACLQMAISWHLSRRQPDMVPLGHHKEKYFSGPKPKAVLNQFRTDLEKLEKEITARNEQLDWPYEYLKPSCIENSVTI
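Purified human 12hLO at 150 nM in 25 mM Hepes, 0.01% Triton X-100, pH 7.0, preincubated 15 min at room temperature with compound. Reaction started with 40 uM arachidonic acid, 30 min at room temperature. Hydroperoxide measured by Fe-xylenol orange, 573/405 nm absorbance ratio.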
TrxR1 substrate = qHTS Assay for Substrates of Mammalian Selenoprotein Thioredoxin Reductase 1 (TrxR1): qHTS | Thioredoxin reductase 1, cytoplasmic (Rattus norvegicus), O89049 | purified TrxR1 substrate turnover, NADPH consumption readout | Potency, µM (doses to about 114 µM), inactives show at the top dose activity change, negative = substrate turnover | actives 0.01% (n = 390,000) | AID 588456, 2011; also: % is scaled to controls: 0 for no effect and ±100 for the full control effect; nearly all actives have a fitted effect of over 50% in size
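Rat TrxR1, dispensed at 90 nM, was prereduced with 400 uM NADPH (final) for 5 min at ~22 deg C, then incubated with compound 15 min before 400 uM selenite. A first-read NADPH fluorescence drop versus no-compound background flagged substrates.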
RGS4 inh = Inhibitors of Regulator of G Protein Signaling (RGS) 4: qHTS | Regulator of G-protein signaling 4 (Homo sapiens), P49798 | Transcreener GDP fluorescence polarization, RGS4-accelerated GTP hydrolysis | Potency, µM (series often up to 114 µM), for the others: top-dose activity change, negative = inhibition, hits mostly inhibitors | actives 0.039% (n = 390,000); also: % is scaled to controls: 0 for no effect and ±100 for the full control effect; nearly all actives have a fitted effect of over 75% in size; some results filed as inactive show a strong effect at the top dose
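MLSMR compounds (23 nl, pin-transferred) preincubated 10 min at room temperature with a 500nM (2x) first reagent, then RGS4 at 900nM (2x) plus Transcreener GDP mix added; fluorescence polarization (620/688 nm) read before and after 90 min at 30 °C.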
TrxR1 inh = qHTS Assay for Inhibitors of Mammalian Selenoprotein Thioredoxin Reductase 1 (TrxR1): qHTS; Thioredoxin reductase 1, cytoplasmic (Rattus norvegicus), O89049; recombinant rTrxR1, NADPH fluorescence consumption, selenite substrate; Potency, µM (series often up to 114 µM), for the others: at the top dose activity change, negative = inhibition, hits mostly inhibitors; actives 1% (n = 390,000); AID 588453, 2011; also: % is scaled to controls: 0 for no effect and ±100 for the full control effect; nearly all actives have a fitted effect of over 65% in size
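Rat TrxR1 (90 nM in the dispensed reagent) was pre-reduced with 400 uM NADPH for 5 min at room temperature, then incubated with compound for 15 min. After 400 uM selenite was added, NADPH fluorescence (Ex 340/Em 450 nm) was followed for 8 min.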
IDH1 R132H inh = qHTS for Inhibitors of mutant isocitrate dehydrogenase 1 (IDH1): qHTS | Isocitrate dehydrogenase [NADP] cytoplasmic (Homo sapiens), O75874 | IDH1-R132H enzyme, NADPH consumption, diaphorase/resazurin fluorescence | Potency, µM (highest dose often 76.6 µM), inactives show at the top dose activity change, negative = inhibition, hits mostly inhibitors | actives 0.093% (n = 390,000) | AID 602179, 2012; also: % is scaled to controls: 0 for no effect and ±100 for the full control effect; nearly all actives have a fitted effect of over 65% in size
Target sequence (O75874 whole entry R132H, stated change not applied): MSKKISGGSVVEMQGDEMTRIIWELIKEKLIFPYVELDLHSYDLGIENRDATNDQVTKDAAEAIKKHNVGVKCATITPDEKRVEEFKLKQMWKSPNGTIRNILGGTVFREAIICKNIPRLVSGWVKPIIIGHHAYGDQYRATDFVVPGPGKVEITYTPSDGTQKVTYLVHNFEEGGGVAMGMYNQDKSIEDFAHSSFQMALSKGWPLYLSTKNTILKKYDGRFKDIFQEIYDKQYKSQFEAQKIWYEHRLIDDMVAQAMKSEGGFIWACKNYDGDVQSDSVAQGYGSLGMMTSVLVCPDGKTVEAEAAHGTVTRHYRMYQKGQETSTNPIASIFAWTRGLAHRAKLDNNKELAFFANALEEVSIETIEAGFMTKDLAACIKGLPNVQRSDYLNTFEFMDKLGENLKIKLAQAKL
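IDH1-R132H (0.5 ug/mL dispensed) in pH 7.5 Tris buffer was preincubated 30 min with compound, then given a substrate mix of 0.016 mM NADPH and 2 mM alpha-KG for 80 min at room temperature; remaining NADPH was read by diaphorase/resazurin fluorescence.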
USP1-UAF1 inh = Inhibitors of USP1/UAF1: Primary Screen. recombinant USP1/UAF1, Ub-Rhodamine cleavage fluorescence. Potency, µM (titrated, usually from 57.1 µM), for the others: at the highest dose activity change, negative = inhibition, most hits filed as inhibitors. actives 0.23% (n = 390,000). AID 743255, 2014; also: % is scaled to controls: 0 for no effect and ±100 for the full control effect; nearly all actives have a fitted effect of over 60% in size; inactives centre near -12
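USP1/UAF1 complex at 1 nM was preincubated with compound for 15 min at room temperature, then Ub-Rho substrate (150nM final) was added. Fluorescence (480/540 nm) was read kinetically, 6 reads every 60 seconds.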
RXFP1 ag = qHTS Assay for Agonists of the Relaxin Receptor RXFP1 | Relaxin receptor 1 (Homo sapiens), Q9HBX9 | HEK293T-RXFP1 cAMP TR-FRET, 30 min; response scale: percent of porcine relaxin response, buffer zero | Potency, µM (series often up to 57.5 µM), inactives show at the top dose activation, actives largely listed as activators | actives 0.3% (n = 370,000); also: % is scaled to controls: 0 for no effect and ±100 for the full control effect; nearly all actives have a fitted effect of over 60% in size; many of its hits are not listed in these tables
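Agonist response is measured as cAMP accumulation in an RXFP1-transfected HEK293T line under PDE4 inhibition. Values are scaled between buffer-only and 29 nM porcine relaxin, and EC50s come from standard Hill equation fits.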
The depositor's hits bear a star; ? = inconclusive; / = not tested or not shown; [ ] = another dose, or the depositor's remark. Calls follow the shape of the dose curve; as a rule, active = well fitted curve in the direction sought with a large enough effect; inconclusive = small, poorly fitted or top-dose-only effect, or another doubt; inactive = no such curve, though single readings can be large; an effect the other way counts as inactive or inconclusive. Potency is read from the fitted curve at half-maximal effect. This is a subset (hit frequency here may not be typical).

Sequence of screens – Vif-A3F inh, Vif-A3G inh, 12-LOX inh, TrxR1 substrate, RGS4 inh, TrxR1 inh, IDH1 R132H inh, USP1-UAF1 inh, RXFP1 ag
> Cn1nc(C(F)(F)F)c(-c2ccc(F)cc2)c1NC(=O)Nc1ccc(F)cc1
→ -1%, -8%, 13%, -6%[57.1 µM], -3%, 11%, -4%, -5%, -3.6%
> C=CCN1C(=O)c2ccccc2Sc2ccc(C(=O)NCCC)cc21
→ 0%, -1%, 67%[activator], -5%, 6%, 2%, 7%, -8%, 1.6%
> NC(=O)CC(NC(=O)OCc1ccccc1)C(=O)O (stereo not drawn)
→ -10%, 0%, 0%, 9%[57.1 µM], -22%, 10%[57.1 µM], 1%, -24%, 2.4%
> Cc1ccc2c(C)c(C(=O)N(Cc3ccc(Cl)cc3)C3CCS(=O)(=O)C3)oc2c1 (stereo not drawn)
→ 3%, -3%, 7%, 1%, -9%, 29%, 7%, -20%, -0.2%
> CC(C)CN(C(=O)CSc1nnc2ccccn12)c1c(N)n(CC(C)C)c(=O)[nH]c1=O
→ -23%, -5%, 34%[activator], -5%, -23%, -8%, 1%, 6%, 2.0%
> O=c1cc(-c2ccc(F)cc2)nc(SCc2nc(-c3ccc(Cl)cc3)no2)[nH]1
→ 3%, 2%, -23%, 5%[57.1 µM], 33%, 32%[57.1 µM], 4%, ?, -4.9%
> O=C(CCc1ccccc1)NNC(=O)c1ccccc1F
→ -1%, 0%, 13%, -2%, -2%, 10%, 1%, -12%, 0.2%
> COc1cccc(NC(=O)c2cc3c(=O)n4ccccc4nc3n(CC(C)C)c2=N)c1
→ -2%, 0%, 1%, 2%, 44%, 9%, -7%, -19%, -0.9%
> NS(=O)(=O)c1ccc(CCNC(=O)c2cc(-c3ccccc3)nc3ccccc23)cc1
→ -3%, -12%, -13%, -6%, -22%, 11%[57.1 µM], -1%, -11%, 0.9%
> Cc1cc(C)c(S(C)(=O)=O)c(S(=O)(=O)c2ccc(Cl)cc2)n1
→ 4%, 5%, 491%[activator], -1%, -9%, -4%, 8%, -25%, 3.0%

Sequence of screens – Vif-A3F inh, Vif-A3G inh, 12-LOX inh, TrxR1 substrate, RGS4 inh, TrxR1 inh, IDH1 R132H inh, USP1-UAF1 inh, RXFP1 ag
> CCOc1ccc(S(=O)(=O)NCCC(=O)NCC2(N3CCCCC3)CCCCC2)cc1
→ -1%, 0%, -5%, 1%, -2%, 0%, 7%, -15%, 4.8%
> COc1ccc(-c2c(C#N)c(SCC(=O)Nc3ccc(C)cc3)nc(C)c2C(=O)Nc2ccccc2)cc1
→ 3%, -1%, -27%, 3%, 14%, 16%, 0%, -22%, -1.1%
> O=c1c(-c2cccc(Cl)c2)c[nH]n1-c1ccccc1
→ 9%, 1%, 1%, -23%[57.1 µM], -33%, 2%[57.1 µM], 5%, -20%, -3.8%
> Cc1cccc(CSc2nnc(-c3cccs3)n2Cc2ccco2)c1
→ 3%, -2%, 0%, -3%, -14%, 3%, 6%, -10%, 3.2%
> O=C(NCCc1ccccc1)c1cccc(S(=O)(=O)NCc2ccccc2)c1
→ -5%, 0%, 7%, -3%, 5%, 4%, -2%, -15%, -0.2%
> CCOC(=O)c1ccc(NC(=O)c2ccc(CN3CCc4ccccc4C3)cc2)cc1
→ 7%, 0%, ?, 16%, 27%, 16%[57.1 µM], 9%, -7%, 12%
> CN(C)S(=O)(=O)Nc1ccc(Br)cc1F
→ 0%, 0%, -2%, 2%, 9%, 12%, -5%, -13%, -1.0%
> COc1ccc(C2CC(c3ccccc3C(F)(F)F)=NN2c2ccc(S(N)(=O)=O)cc2)cc1 (stereo not drawn)
→ 8%, -20%, -1%, 747%[activator], 12%, ?, -11%, -20%, /
> O=C(Nc1ccc(F)cc1)/C(=C1/CCCCCN1)[N+](=O)[O-]
→ ?, -3%, -3%, -2%, -9%, -71%, 4%, -11%, 0.4%
> O=c1[nH]c(=O)n(-c2cc(Br)c(O)c(Br)c2)cc1Br
→ -2%, -9%, -2%, 8%[2.29 µM], -8%, 22%[2.29 µM], 1%, 0%, -0.3%

Record cards, as listed above. Order of screens: Vif-A3F inh | Vif-A3G inh | 12-LOX inh | TrxR1 substrate | RGS4 inh | TrxR1 inh | IDH1 R132H inh | USP1-UAF1 inh | RXFP1 ag
CCOC(=O)c1ccc(NC(=O)c2ccc(CN3CCc4ccccc4C3)cc2)cc1 is entered as 7% | 0% | ? | 16% | 27% | 16%[57.1 µM] | 9% | -7% | 12%
COc1ccc(-c2c(C#N)c(SCC(=O)Nc3ccc(C)cc3)nc(C)c2C(=O)Nc2ccccc2)cc1 is entered as 3% | -1% | -27% | 3% | 14% | 16% | 0% | -22% | -1.1%
CCOc1ccc(S(=O)(=O)NCCC(=O)NCC2(N3CCCCC3)CCCCC2)cc1 is entered as -1% | 0% | -5% | 1% | -2% | 0% | 7% | -15% | 4.8%
O=C(Nc1ccc(F)cc1)/C(=C1/CCCCCN1)[N+](=O)[O-] is entered as ? | -3% | -3% | -2% | -9% | -71% | 4% | -11% | 0.4%

(cont.)
Sequence of screens – Vif-A3F inh, Vif-A3G inh, 12-LOX inh, TrxR1 substrate, RGS4 inh, TrxR1 inh, IDH1 R132H inh, USP1-UAF1 inh, RXFP1 ag
> CNC(=S)Nc1cc(OC)ccc1OC
→ -2%, -1%, -14%, 6%, -5%, -4%, 0%, -12%, 0.8%
> CCC(C)c1ccc(NC(=O)c2c([N+](=O)[O-])cnn2CC)cc1 (stereo not drawn)
→ 0%, -4%, ?, -7%, -10%, 9%[57.1 µM], 5%, -18%, 1.4%
> Cn1c(=S)sc2ccc3ccccc3c21
→ 10%, -1%, -28%, 3%[57.1 µM], -8%, 5%[11.4 µM], 5%, -17%, /
> O=C(COC(=O)/C=C/c1ccccc1)Nc1nnc(-c2ccccc2)o1
→ -4%, 3%, -13%, 4%, -25%, 22%, -2%, -15%, -1.7%
> COc1ccc(NC(=S)NCC2CCCO2)c(C)c1 (stereo not drawn)
→ 5%, 0%, -27%, 16%, 9%, 10%, 8%, -4%, 0.7%
> Cc1cc(C(=O)NC2CC(C)(C)Cc3c2cnn3-c2ccccc2C)c(C)o1 (stereo not drawn)
→ 3%, -12%, 1%, -3%, -14%, ?, -18%, -18%, -0.2%
> COc1ccc(CNC(=O)CC2Oc3ccc(C)cc3NC2=O)cc1 (stereo not drawn)
→ -1%, 4%, -5%, -2%, 7%, 5%, -17%, 5%, -1.3%
> Cc1nc2sc3c(c2c(=O)n1NC(=O)CCl)CCCC3
→ 0%, -15%, -1%, -2%, -2%, -3%, -7%, -16%, -0.3%
> CCOC(=O)C(Cc1c[nH]c2cc([N+](=O)[O-])ccc12)(NC(C)=O)C(=O)OCC
→ 0%, -4%, -22%, -12%[57.1 µM], 7%, 4%[2.29 µM], 2%, -7%, /
> CNC(=O)c1ccc(-c2sc3nc(N4CCOCC4)c4c(c3c2N)CC(C)(C)OC4)o1
→ /, 4%, 0%, 93%[activator], -15%, -10%, 7%, -10%, 24%

Sequence of screens – Vif-A3F inh, Vif-A3G inh, 12-LOX inh, TrxR1 substrate, RGS4 inh, TrxR1 inh, IDH1 R132H inh, USP1-UAF1 inh, RXFP1 ag
> Cc1onc(-c2ccccc2)c1C(=O)Nc1ccc(S(=O)(=O)NC(C)(C)C)cc1
→ 12%, -7%, 459%[activator], -13%[57.1 µM], -25%, 31%[activator][57.1 µM], 5%, -24%, -1.6%
> CCCc1nnc(NC(=O)C2CCCO2)s1 (stereo not drawn)
→ -11%, 0%, -18%, 10%[57.1 µM], -15%, 8%[57.1 µM], 5%, -14%, 2.6%
> O=C(NCCc1ccccc1)C1CCCN(c2nc3ccccc3s2)C1 (stereo not drawn)
→ -5%, -2%, -33%, 5%[57.1 µM], -18%, 9%[57.1 µM], -2%, -21%, 2.7%
> CCOC(=O)N1CCN(S(=O)(=O)N2CCCC(C(=O)NCc3ccccc3Cl)C2)CC1 (stereo not drawn)
→ -7%, -2%, 8%, 1%[57.1 µM], -8%[56.9 µM], 18%[57.1 µM], -3%, -16%, 1.1%
> Cc1cccc(C(=O)Nc2ccc(-c3nc4cc(C(C)C)ccc4o3)cc2)c1
→ -8%, 2%, -16%, 18%, 13%, -16%, 0%, -17%, 2.8%
> S=C(NCCc1ccccc1)N/N=C/c1ccccc1Cl
→ -3%, 0%, 40µM*, -7%, 7%, 3%[57.1 µM], 7%, -1%, 0.6%

Copied from the list:
Value for Cc1cccc(C(=O)Nc2ccc(-c3nc4cc(C(C)C)ccc4o3)cc2)c1 under Vif-A3F inh: -8%
Value for CCCc1nnc(NC(=O)C2CCCO2)s1 (stereo not drawn) under 12-LOX inh: -18%
